WT yeast gro inh: growth inhibition of WT strain, primary screen, mitochondrial fusion inhibitor project, WT and mutant strains, chemical genetic; mitochondrial fusion phenotypic screen; inhibition, % at 10 µM; actives 2.1% (n = 190,000); AID 1362, 2008; in the data active = inhibition above about 58%; tested in S. cerevisiae
Dynein cargo inh: inhibitors of GR-EGFP nuclear translocation, primary screen, dynein cargo transport inhibitor project, imaging, high-content, 3617.4 mouse cells; test concentration mostly 20 µM; stimulated with dexamethasone, 1 µM; active compounds read low; z-score, hits read low; actives 0.47% (n = 220,000); AID 1381, 2008;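 active = plate z-score of nuclear minus cytoplasmic receptor signal below a set negative limit, without overly bright fluorescence or cell loss, cut at about -3.5 in these data, passing the limit was not always enough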;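 also: z-score of nuclear minus cytoplasmic ring GR-EGFP intensity difference per well; some compounds called inactive have numbers as strong as hits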
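Buffer or medium: tet-free, stripped-serum medium; reagent: dexamethasone at 1.0 µM final, 30 min; incubation: 48 h induction, 1 h compound, 30 min dex at 37 °C; measured by: formaldehyde fixation, Hoechst nuclear stain, 10x automated fluorescence imaging; read-out: nuclear-to-cytoplasmic GR-EGFP distribution per well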
MT stabilize HCS: microtubule stabilizers in HeLa cells, primary screen, imaging, high-content imaging; actives 0.83% (n = 200,000); % tubulin-high responders, % at 10 µM; AID 2205, 2009; HeLa tubulin immunostaining HCS, 24 h; share of cells brighter than vehicle mean+2SD;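 active = plate Z-score above 3 for both tubulin-high and condensed-nucleus cell shares, with cell loss under 80%, at 10 µM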;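 also: anti alpha tubulin signal scored within the nucleus-defined area of each cell; some results filed as inactive read as strong as hits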
Autophagy HCS: autophagy modulators in MEF cells, primary screen, imaging, high-content, MEF GFP-LC3 | MEF GFP-LC3 puncta imaging; test concentration mostly 10 µM | calls only at 10 µM (by protocol) | actives 0.98% (n = 190,000);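 active = percentage of spot-positive cells more than 3 SD above its plate mean, without a fluorescence outlier flag or 80% toxicity; inconclusive = no clear call, values can overlap the other calls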;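 also: spot-positive cell cutoff set from DMSO-treated cells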
XIAP antagonists: XIAP antagonists, biochemical, IAP family, fluorescence polarization (AID 1018) | XIAP BIR domain, fluorescence polarization peptide displacement; higher % means a stronger effect | one-dose displacement, % at 20 µM; IC50 in µM for titrated hits | actives 0.007% (n = 200,000); in the data active = displacement above about 50%; also: a part of the inactive calls stands beside numbers as strong as those of hits
b-catenin transl: modulators of beta-catenin nuclear translocation, primary screen, imaging, HeLa cells, immunofluorescence, high-content. nuclear translocation activity, % at 5 µM. actives 0.3% (n = 190,000). AID 1665, 2009;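 active = nuclear translocation activity above 50% at 5 µM, with a well cell count of 50 or more; inconclusive = wells under 50 cells across six images, flagged as toxic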;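 also: per-cell ratio of nuclear to cytoplasmic median beta-catenin stain intensity; plate controls were DMSO negative control for no effect and GSK-3 inhibitor IX positive control for full effect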
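Technique: fluorescence imaging of beta-catenin antibody stain plus DAPI / Material: human HeLa cell line / Incubation: compound treatment 24 h, 37°C, 5% CO2 / Read-out basis: % activation of per-cell nuclear versus cytoplasmic median beta-catenin signal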
CSM14.1 death rescue: rescue of cells from ER stress-induced death, primary screen, 384-well, CSM14.1, thapsigargin, ATP luminescence (AID 1222) | 190,000 tested, under 10 active | cellular ATP content (survival), % at 20 µM, or EC50 in µM where a hit was titrated | CSM14.1 thapsigargin-induced death rescue, ATP luminescence; higher % means a stronger effect;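 active = EC50 below 50 µM in the dose-response confirmation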;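 also: death triggered by thapsigargin at about 15 µM added after 2 h compound pretreatment; cell ATP read after overnight thapsigargin exposure of roughly 18 to 22 hours; normalized against plate controls of thapsigargin alone and 5% DMSO vehicle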
Ins promoter up: insulin promoter activators in MIN6 cells, imaging, high-content screening, mouse beta cells. MIN6 insulin promoter-GFP reporter; active compounds read high. z-score at 5 µM. actives 0.3% (n = 190,000). AID 1625, 2009;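 active = z-score above 3 at 5 µM with at least 500 cells counted in the well; inconclusive = wells under 500 cells, flagged as cytotoxic or low count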
Lipid droplet: inhibitors of hepatocyte lipid droplet formation, primary screen, imaging, high-throughput imaging, BODIPY stain; AML12 mouse hepatocytes, oleate lipid droplets; inhibition, % at 6.5 µM; actives 0.4% (n = 240,000);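 active = lipid droplet intensity inhibited by at least 50%, with more than 500 cells counted; inconclusive = wells with under 300 cells, treated as cytotoxic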
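Material – AML12 mouse liver cells · Also added – oleate loading, 100 µM · Compound dosing – 6.5 µM single-point dosing · Times – overnight treatment with compound plus oleate · Measured by – fluorescence imaging, 20x objective, two fields per well · Read-out – percent inhibition of filter-corrected integrated lipid droplet intensity per well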
WT yeast gro inh mutant strain: also measured in WT yeast gro inh; calls as there; inhibition, %; mitochondrial fusion phenotypic screen, mutant strain inhibition
Dynein cargo inh cytoplasmic EGFP: recorded beside Dynein cargo inh, whose call it bears; z-score; measured here: cytoplasmic GR-EGFP intensity; active compounds read high
Dynein cargo inh nuclear GR-EGFP: second read-out of Dynein cargo inh, no call of its own (marks repeat the call); z-score; measured here: nuclear GR-EGFP intensity;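 lower value marks the stronger effect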
Dynein cargo inh cell count: further read-out of Dynein cargo inh, marked with its call; z-score; measured here: cell count per field
Ins promoter up cell count: recorded beside Ins promoter up, whose call it bears; cell count; measured here: cytotoxicity, nuclei count;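 total cells summed across four imaged fields per well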
Lipid droplet cells 6.5 µM: recorded beside Lipid droplet, whose call it bears; cell count; measured here: cell count, cytotoxicity flag;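 cells counted across two imaged fields per well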
b-catenin transl cell count 5 µM: recorded beside b-catenin transl, whose call it bears; cell count; measured here: cell count, cytotoxicity flag
MT stabilize HCS Hoechst-high %: recorded beside MT stabilize HCS, whose call it bears; % Hoechst-high responders; measured here: nuclear condensation Hoechst responders;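 share of cells brighter than vehicle mean plus two SD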
MT stabilize HCS cytotoxicity %: recorded beside MT stabilize HCS, whose call it bears; toxicity, %; measured here: cytotoxicity by cell density;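 0% = mean cell density of plate MIN control wells and 100% = no cells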
Autophagy HCS cell loss 18 h: second read-out of Autophagy HCS, no call of its own (marks repeat the call); toxicity, %; measured here: cell loss, nuclei count;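 cell loss after 18 h compound exposure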
* = called active by the depositor; i = inactive; ? = inconclusive; / = no result given.

SMILES	WT yeast gro inh	WT yeast gro inh mutant strain	Dynein cargo inh	Dynein cargo inh cytoplasmic EGFP	Dynein cargo inh nuclear GR-EGFP	Dynein cargo inh cell count	MT stabilize HCS	MT stabilize HCS Hoechst-high %	MT stabilize HCS cytotoxicity %	Autophagy HCS	Autophagy HCS cell loss 18 h	XIAP antagonists	b-catenin transl	b-catenin transl cell count 5 µM	CSM14.1 death rescue	Ins promoter up	Ins promoter up cell count	Lipid droplet	Lipid droplet cells 6.5 µM
Nc1ccc(Nc2ccccc2)c(Cl)c1	13	5	-1.3	-0.21	-0.69	0.17	3.1	3.1	3.1	i	16	-4.7%	-0.1	840	-0.4%	-0.92	1208	/	/
CCOc1ccc(-c2nc(C#N)c(NCc3ccc4c(c3)OCO4)o2)cc1	9	-6	-0.71	-0.23	-0.35	-0.031	1.7	2.0	6.2	/	/	-5.4%	1.1	1064	/	1.1	1522	3	619
CCOc1ccc(Cc2noc3c2C(=O)CCC3)cc1OCC	10	-13	1.1	-0.17	0.71	-0.73	5.8	1.4	1.4	i	15	-2.9%	-0.8	1094	2.4%	0.09	1250	5	729
CCc1ccc(C2C(C#N)=C(N)SC(N)=C2C#N)s1	-2	1	-0.8	0.13	0.094	0.93	4.2	3.0	4.8	i	-2	-17%	-6.3	916	0.2%	/	/	/	/
COc1cc(C(=O)N/N=C/c2sc(=O)n(-c3ccccc3)c2Cl)cc(OC)c1OC	0	-13	-0.5	-0.13	-0.6	0.96	3.0	3.4	3.8	i	6	-14%	-0.1	910	-4.4%	/	/	24	565
Cc1ccccc1-c1nc(CN2CCC(C(=O)O)CC2)c(C)o1	11	8	-0.2	-0.18	-0.079	-0.37	7.3	1.2	5.3	/	/	-0.8%	/	/	-0.7%	-0.95	960	/	/
COc1ccc(/C(C)=N/NC(=O)c2ccc(CSc3cccc4cccnc34)cc2)cc1OC	-33	-10	-0.0079	-0.24	-0.67	1	4.8	1.4	0.2	i	-4	-2.8%	-0.4	1353	4.0%	0.06	1539	/	/
COC(=O)[C@H](C)NC(=O)NC1CCCc2ccccc21 (stereo partly drawn)	-36	-41	-0.66	-0.0032	-0.4	0.73	2.3	2.2	13	i	-34	-3.4%	0.7	1191	-0.6%	0.37	889	/	/
COc1ccc(OC)c(S(=O)(=O)Nc2c(F)cccc2F)c1	-8	-19	0.56	-0.13	0.26	0.4	2.4	1.8	1.6	i	-7	-3.7%	0.3	1063	-3.1%	0.37	1148	6	746
CCCCn1c(-c2ccco2)nc2ccccc2c1=O	2	-5	-0.6	-0.14	-0.17	0.3	2.5	1.4	0.4	i	4	-3.2%	0.3	1377	-1.0%	0.04	1391	/	/
COc1ccc(CC(=O)Nc2ccc(-c3nnc(-c4ccccc4)o3)cc2)cc1	1	-7	-0.79	-0.18	-0.27	0.79	2.0	1.2	11	i	-17	-6.8%	0.8	1273	-0.4%	0.13	1537	/	/
CCOc1cccc(OCCCCN2CCCCC2)c1	-2	27	-0.09	-0.16	0.13	-0.14	3.9	1.7	2.7	i	1	-4.7%	1.3	1179	-0.1%	-0.37	1063	/	/
Cc1ccc(S(=O)(=O)N2CCN(C(=O)c3cccs3)CC2)cc1C	-14	-9	-0.17	-0.18	-0.14	0.42	2.4	1.4	2.1	i	12	-7.8%	1.4	1111	-1.2%	-0.5	1162	-4	719
Cc1ccc(S(=O)(=O)C(C#N)c2nc3ccccc3nc2OC(C)C)cc1 (stereo not drawn)	-1	-6	-0.46	-0.24	-0.83	-0.24	3.7	1.9	6.0	i	1	-3.2%	/	/	-1.5%	1.6	1344	0	731
CC(=O)C1=C(C)Nc2ncnn2C1c1ccc(Cl)cc1 (stereo not drawn)	-18	-8	-0.26	-0.26	-0.77	0.32	4.4	1.7	6.2	i	-8	-1.9%	-0.6	1106	-1.9%	-0.28	1340	-1	729

The final three records of the part before lead into the next.
SMILES	WT yeast gro inh	WT yeast gro inh mutant strain	Dynein cargo inh	Dynein cargo inh cytoplasmic EGFP	Dynein cargo inh nuclear GR-EGFP	Dynein cargo inh cell count	MT stabilize HCS	MT stabilize HCS Hoechst-high %	MT stabilize HCS cytotoxicity %	Autophagy HCS	Autophagy HCS cell loss 18 h	XIAP antagonists	b-catenin transl	b-catenin transl cell count 5 µM	CSM14.1 death rescue	Ins promoter up	Ins promoter up cell count	Lipid droplet	Lipid droplet cells 6.5 µM
Cc1ccc(S(=O)(=O)N2CCN(C(=O)c3cccs3)CC2)cc1C	-14	-9	-0.17	-0.18	-0.14	0.42	2.4	1.4	2.1	i	12	-7.8%	1.4	1111	-1.2%	-0.5	1162	-4	719
Cc1ccc(S(=O)(=O)C(C#N)c2nc3ccccc3nc2OC(C)C)cc1 (stereo not drawn)	-1	-6	-0.46	-0.24	-0.83	-0.24	3.7	1.9	6.0	i	1	-3.2%	/	/	-1.5%	1.6	1344	0	731
CC(=O)C1=C(C)Nc2ncnn2C1c1ccc(Cl)cc1 (stereo not drawn)	-18	-8	-0.26	-0.26	-0.77	0.32	4.4	1.7	6.2	i	-8	-1.9%	-0.6	1106	-1.9%	-0.28	1340	-1	729
CCN(CC)S(=O)(=O)c1cccc(C(=O)N/N=C/c2ccccc2OCC(=O)O)c1	-13	-16	-0.39	0.22	-0.56	-0.15	5.1	3.8	4.0	i	-2	-2.9%	-4.2	1157	-1.5%	/	/	-3	695
CC(=O)Nc1ccccc1NC(=O)C(F)(F)F	14	-6	-0.88	-0.22	-0.46	0.33	3.8	1.5	2.7	i	-12	-0.4%	-4.7	957	-1.2%	-0.4	1230	/	/
O=C(Nc1nc(-c2ccc(F)cc2)cs1)c1cccnc1	6	-8	-1	-0.22	-0.59	1.4	2.4	2.4	3.9	i	-12	-4.3%	1.5	974	0.0%	-1.4	1038	25	756
Cc1ccccc1NC(=O)Cn1nnc2sc3c(c2c1=O)CC(C)(C)OC3	/	/	0.85	-0.21	0.54	-0.6	/	/	/	/	/	/	-0.5	1387	/	-0.05	936	1	735
CCn1nnnc1SCC(=O)Nc1cccc(NC(C)=O)c1	-9	3	1.3	0.015	0.27	-0.072	1.7	1.9	2.2	i	15	-1.0%	0.4	1163	-1.6%	0.02	1028	/	/
COCCNCc1ccc(C(C)C)cc1	-19	2	-0.25	-0.26	-0.091	-0.41	2.5	2.9	12	i	-1	-11%	0.6	1506	-1.8%	0.76	1375	-28	491
CC1CCCN(C(=O)CSc2nnc(-c3ccc(S(=O)(=O)N4CCOCC4)cc3)n2C)C1 (stereo not drawn)	35	12	-0.46	-0.23	-0.13	0.66	1.7	2.6	6.7	i	-8	-6.9%	-1.6	1200	0.7%	0.8	925	/	/
Cc1cc(C)c2c(N)c(C(=O)NC3CC3)sc2n1	2	-7	-0.51	-0.27	-0.9	1	2.7	1.8	0.7	i	-5	-2.5%	2.7	1243	-0.6%	-0.1	1520	/	/
CCC1(CC)NC(=O)N(CC(=O)OCC(=O)Nc2ccc(F)c(F)c2F)C1=O	9	6	-0.67	-0.31	-0.35	1.3	2.3	1.8	5.0	i	15	-4.1%	0.2	1075	-1.7%	/	/	8	737
C=CCNC(=S)N/N=C(\C)c1ccccn1	35	26	0.3	0.11	-0.065	0.23	3.0	1.1	26	i	47	-4.5%	/	/	6.8%	/	/	-177	449
CCN(CC)P(=O)(Nc1ccc([N+](=O)[O-])cc1)c1c(C)nn(CCC#N)c1NC(=O)c1ccc(Cl)cc1Cl (stereo not drawn)	-11	0	-0.42	-0.32	-0.44	0.98	7.7	0.9	8.1	i	7	-2.3%	0.8	1127	-1.9%	-1.3	1130	-16	680
COc1ccc(-c2nnc(Sc3nc4ccccc4o3)c3ccccc23)cc1	0	-9	-4.2*	0.49*	-2*	0.55*	8.7	8.9	28	i	18	-4.0%	-2.5	1122	0.7%	/	/	31	693
O=C(CN1CCN(c2ncccn2)CC1)Nc1ccccc1-n1cccc1	10	5	-0.84	-0.45	-0.34	0.17	2.0	1.5	6.2	i	4	-4.3%	0.0	1338	-1.6%	?	/	/	/
CCCCC(=O)NC(=S)Nc1cccc(NC(=O)c2ccco2)c1	11	3	-0.4	-0.18	-0.37	-0.56	3.2	3.2	7.3	i	-8	-1.3%	-1.0	1030	-2.2%	-0.34	1344	-16	657
COc1ccc(C(=S)N2CCOCC2)cc1OS(=O)(=O)c1ccccc1[N+](=O)[O-]	-3	12	-0.71	-0.084	-0.16	0.33	3.4	2.8	2.4	i	24	-3.0%	1.0	1115	-0.9%	0.34	1422	9	636
CCOC(=O)c1ccccc1NC(=O)C(C)Oc1ccccc1 (stereo not drawn)	24	10	-0.9	0.24	-0.33	0.65	2.0	2.2	11	i	-13	-2.0%	-0.2	1113	1.4%	-0.17	1709	-5	639
O=C(COc1ccccc1)Nc1ccccc1N1CCN(c2ccc(F)cc2)CC1	6	18	-0.62	-0.19	-0.092	0.004	5.7	2.6	3.7	i	11	-2.9%	-7.5	1008	1.0%	-1.5	1259	/	/

Not a hit list; about 4% have a hit in one of these screens.
